Source: PubChem BioAssay (National Center for Advancing Translational Sciences (NCATS))
HCV inh = inhibitors of hepatitis C virus infection. Potency, µM (highest dose often 41.8 µM), without a hit: at the top dose activity change, negative = inhibition, most hits filed as inhibitors. AID 651820. Huh7.5.1 HCVcc-Cre infection, luciferase reporter, 44 h. actives 3.4% (n = 340,000)
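A cell-based infection assay in which seeded cells (1,000 per well) receive test compound after 4 h, are inoculated with HCVcc-Cre at approximately 0.5 moi, and are incubated 44 h before luminescence detection.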
TbPYK inhibitor = T. brucei pyruvate kinase inhibition. TbPYK enzyme, Kinase-Glo Plus ATP luminescence, 45 min. actives 0.12% (n = 410,000). AID 624173. Potency, µM (titrated, usually from 76.8 µM), for inactives: top-dose activity, negative = inhibition, hits mostly inhibitors. Q57TT1; further: nearly all actives have a fitted effect of over 50% in size
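TbPYK + substrate in 50 mM TEA pH 7.2, 100 mM KCl, 10 mM MgCl2, 0.05% BSA, 0.01% Tween-20; cpd pinned; ADP 130 uM final; 45 min RT; Kinase-Glo Plus 10 min; luminescence endpoint.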
LmPK inhibitor = inhibitors of Leishmania mexicana pyruvate kinase. Q27686. purified LmPK, Kinase-Glo ATP luminescence, 1 h. Potency, µM (series often up to 57.5 µM), without a hit: at the highest dose activity change, negative = inhibition, most hits filed as inhibitors. actives 0.37% (n = 290,000). AID 1721
Target sequence (Q27686 whole entry, looked up): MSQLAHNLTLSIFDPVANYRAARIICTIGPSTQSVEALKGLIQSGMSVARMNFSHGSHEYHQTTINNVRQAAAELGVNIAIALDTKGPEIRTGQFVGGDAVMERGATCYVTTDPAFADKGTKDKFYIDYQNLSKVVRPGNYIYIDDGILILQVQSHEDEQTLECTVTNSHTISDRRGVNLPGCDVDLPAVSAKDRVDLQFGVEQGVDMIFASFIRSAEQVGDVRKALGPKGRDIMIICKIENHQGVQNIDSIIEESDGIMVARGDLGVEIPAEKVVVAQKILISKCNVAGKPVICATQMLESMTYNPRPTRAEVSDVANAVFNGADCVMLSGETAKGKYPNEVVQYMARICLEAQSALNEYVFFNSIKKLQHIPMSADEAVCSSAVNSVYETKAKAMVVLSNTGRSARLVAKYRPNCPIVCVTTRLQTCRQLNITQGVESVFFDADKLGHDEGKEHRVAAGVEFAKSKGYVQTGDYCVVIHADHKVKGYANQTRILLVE
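In 50 mM imidazole pH 7.2 with 7 mM MgCl2, LmPK (0.1 nM) turned over PEP (0.5 mM) and ADP (0.1 mM) for 1 h at room temperature. Luciferase read-out of ATP.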
Pf growth 48h = inhibits P. falciparum growth in the first generation, 48 h; P. falciparum luciferase growth in erythrocytes, 48 h; actives 5.9% (n = 310,000); Potency, µM (series often up to 28.7 µM), without a hit: at the top dose activity change, negative = inhibition, hits mostly inhibitors
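Luciferase-expressing P. falciparum in infected erythrocytes (2% hematocrit, 0.1% parasitemia final) in RPMI 1640/0.5% Albumax were exposed to compound for 48 hours at 37 C, 5% CO2; growth read as luminescence.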
Sm TGR block = blocks Schistosoma mansoni thioredoxin glutathione reductase; Q962Y6; purified TGR, DTNB reduction, TNB absorbance 405 nm; Potency, µM (titrated, usually from 114 µM), for inactives: at the highest dose activity change, negative = inhibition, most hits filed as inhibitors; actives 3% (n = 360,000); AID 485364; further: nearly all actives have a fitted effect of over 60% in size
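Kinetic colorimetric format: TGR-catalysed, NADPH-driven DTNB reduction monitored via TNB absorbance. Enzyme dispensed at 20 nM; compound exposure 15 min at room temperature before reaction start.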
Pf growth 96h = P. falciparum growth inhibition at 96 hours; P. falciparum luciferase reporter growth, 96 h; Potency, µM (highest dose often 28.7 µM), without a hit: top-dose activity change, negative = inhibition, most hits filed as inhibitors; actives 6.9% (n = 320,000); AID 504834
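P. falciparum expressing integrated firefly luciferase, in erythrocytes at 2% hematocrit, 0.05% parasitemia, incubated with compounds 96 h at 37 C, 5% CO2. Growth inhibition read as loss of luminescence; two-generation exposure targets delayed-death apicoplast inhibitors.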
Numbers without * were called inactive; u = inconclusive; x = not tested or not shown; & = joins results of further samples; [ ] = remark or other dose. The call rests on the fitted dose curve; in most records, active means well fitted curve in the direction sought with a large enough effect; inconclusive means small, poorly fitted or top-dose-only effect, or another doubt; inactive means no such curve, though single readings can be large; an effect the other way counts as inactive or inconclusive. On the % scale 0 is the no-effect control and ±100 the full control effect; potency means the concentration at half of the fitted maximal effect.

canonical_smiles	HCV inh	TbPYK inhibitor	LmPK inhibitor	Pf growth 48h	Sm TGR block	Pf growth 96h
COc1ccc(-n2c(-c3ccc(Cl)cc3)c[n+]3c2CCc2ccccc2-3)cc1	-4%	6%	7%	1.9µM*	-1%	u
O=C(CSc1ccccc1)Nc1ccncc1	u	-3%	-3%	20%	-15%	1%
CN(C)CCc1c[nH]c2ccc(CS(=O)(=O)N3CCCC3)cc12	x	0%	x	7%	x	4%
Cc1ccc(NC(=O)c2ccc(OC(F)F)cc2)cc1S(=O)(=O)N(C)C	7.9µM*	-4%	-1%	5%	-20%	u
Cc1noc(C)c1CCC(=O)N1CCCC(CCC(=O)NCc2ccc(F)c(F)c2)C1 (configuration not stated)	29%	2%	0%	-36%	3%	0%
O=[N+]([O-])c1ccc(/C=C/c2ccc3ccccc3n2)cc1	-7%	-16%	u	x	6%	13%
Cc1cc(C)cc(NC(=S)N2CCC(NC(=O)C3CCCCC3)CC2)c1	8%	1%	-5%	-28%	4%	0%
COCCN1C(=O)N(c2cccc(C)c2)C(=O)C1CC(=O)Nc1ccc(OC)cc1 (configuration not stated)	-13%	1%	2%	u	u	10%
CC1OC2(OC1C)C(=O)Nc1ccccc12 (configuration not stated)	-6%	-1%	-8%	x	2%	59%[activator]
COc1ccc(S(=O)(=O)NCc2ccccn2)cc1NC(=O)c1ccc(Cl)cc1	u	1%	x	-8%	0%	16%
Fc1ccc(CSc2nnc(-c3cccnc3)o2)cc1	10%	-1%	5%	88%[activator]	9%	5%
Cc1nn(-c2ccccc2)c(N2CCCC2)c1/C=N/NC(=O)c1cc(-c2ccccc2)nc2ccccc12	u	-5%	6%	u	8%	u

(further entries)
canonical_smiles	HCV inh	TbPYK inhibitor	LmPK inhibitor	Pf growth 48h	Sm TGR block	Pf growth 96h
CCN(CC)CCNC(=O)c1ccc(NC(=O)c2cccc(S(=O)(=O)N3CCc4ccccc43)c2)cc1	u	5%	x	0.74µM*	0%	1µM*
CCOc1c(Br)cc(CNCc2cccs2)cc1OC	26%	7%	-2%	0%	6%	u
O=P(CCO)(c1ccccc1)c1ccccc1	8%	-2%	0%	-1%	x	33%[activator]
CC1CCN(CCCNC(=O)c2ccc(CS(=O)(=O)Cc3ccccc3F)o2)CC1	13%	0%	2%	4%	-30%	u
CN(C)C(=S)Nc1ccc(Cc2ccncc2)cc1	6%	-10%	4%	-4%	-9%	254%[activator]
CCCn1c2c(c(=N)c3c1CCC3)CCCC2	12%	-18%	-5%	0.37µM*	9%	0.12µM*
O=C(NCCc1ccccc1F)C1CCCN1S(=O)(=O)c1ccccc1 (configuration not stated)	7%	-2%	2%	-4%	3%	113%[activator]
Cc1ccc(C)c(Cn2nnc(C(=O)Nc3ccc4c(c3)OCCO4)c2N)c1	u	-1%	x	u	5%	-7%
O=C(CSc1ccccc1)NCc1ccc(F)cc1	8%	3%	-1%	85%[activator]	x	5%
COc1ccc2[nH]c3c(c2c1)CCN1C(=O)N([C@@H](C)C(=O)NC2CCCCC2C)C(=O)[C@]31C (some centres not stated)	-28%	0%	-6%	9.3µM*	0%	12µM*
COc1ccc(NC(=O)N2CCC3(CC2)OCCO3)c(OC)c1	-1%	-4%	4%	u	4%	63%[activator]
CC(NCC(O)COc1ccc(S(=O)(=O)N2CCOCC2)cc1)c1ccccc1 (configuration not stated)	-24%	4%	-3%	u	3%	-3%

Following part.
canonical_smiles	HCV inh	TbPYK inhibitor	LmPK inhibitor	Pf growth 48h	Sm TGR block	Pf growth 96h
N/C(=N\OC(=O)c1cccc2ccccc12)c1ccncc1	36%[activator]	-3%	-1%	u	-4%	u
Cc1ccc(C)n1-c1nnc(N2CCC(C(=O)N3CCN(C)CC3)CC2)s1	-20%	-4%	-1%	-8%	-34%	37%[activator]
O=C(NCCc1c[nH]c2ccccc12)C1CCN(S(=O)(=O)c2ccccc2)CC1	-16%	-11%	7%	-28%	5%	u
Cc1cccc(N(CC(=O)NCc2ccccc2)C(=O)CCC(=O)Nc2nccs2)c1	-12%	3%	-2%	-5%	9%	1%
CN=C1NN=C(c2cc(C)n(-c3ccc(Cl)cc3)c2C)CS1	8%	-10%	0%	7%	-22%	u
O=C(Nc1c[nH]c(=O)[nH]c1=O)c1ccccc1Br	-5%	4%	-3%	12%	-15%	-19%
Cc1nn(C(=O)C2CC2)c(C)c1Sc1ccc(Cl)cc1	5%	-1%	-2%	20%	0%	u
CN1CC(=O)N2C(c3ccc(Cl)cc3)c3[nH]c4ccccc4c3C[C@H]2C1=O (some centres not stated)	-6%	-2%	-1%	8.3µM*	-16%	13µM*
Cc1[nH]n(-c2ccccc2)c(=S)c1C=Nc1ccc([N+](=O)[O-])cc1	-5%	2.8µM*	-26%	4%	-25%	-1%
Cc1nn(C)c(C(=O)Nc2ccn(C34CC5CC(CC(C5)C3)C4)n2)c1[N+](=O)[O-]	8%	-20%	2%	u	-2%	u
CC(CC(=O)O)CC(=O)N1CCN(S(=O)(=O)c2cccs2)CC1 (configuration not stated)	-1%	-1%	-4%	2%	-14%	2%
COc1ccccc1NC(=O)CCSc1nc(C)cc(C)n1	10%	6%	0%	-19%	0%	u

The results go on.
canonical_smiles	HCV inh	TbPYK inhibitor	LmPK inhibitor	Pf growth 48h	Sm TGR block	Pf growth 96h
NC(=O)c1c(-c2ccccc2)oc2ccc(O)cc12	2%	2%	2%	29%	9%	x
CN(CCc1ccccc1)Cc1nc(-c2cnccn2)no1	u	0%	3%	18%	x	u
CC(C)(C)NC(=O)c1cccnc1Sc1ccccc1	4%	-4%	-2%	16%	3%	-27%
Cc1ccc(-n2c(SCC(=O)O)nc3sc4c(c3c2=O)C(C)CCC4)cc1 (configuration not stated)	13%	3%	1%	-19%[0.00184 µM]	3%	-8%
CC(Sc1nnc(C(C)Oc2ccccc2F)o1)C(=O)NCc1ccc2c(c1)OCO2 (configuration not stated)	4%	4%	x	-26%	2%	-19%
CCCn1c(SCC(=O)Nc2ccccc2CC)nnc1C(C)C	1%	u	0%	10%	8%	0%
CSc1ncc(CN2CCN(C(C)C)C(CCO)C2)cn1 (configuration not stated)	1%	-6%	-1%	47%[activator]	-3%	42%[activator]
C[n+]1ccc(/C=N/Nc2nc(Cl)c(C#N)c(Cl)c2Cl)cc1	u	-10%	-25%	-14%	11µM*	155%[activator]
Cc1cc(C)n2nc(SCC(=O)Nc3c(C)n(C)n(-c4ccccc4)c3=O)nc2n1	u	1%	5%	10%	5%	u
CCc1ccc(NC(=S)N(CCOC)C2CCN(C(C)=O)CC2)cc1	12%	-2%	0%	-17%	-14%	u
CC1CCCC(C)N1C(=O)c1cc(-c2cccs2)on1 (configuration not stated)	-4%	-1%	-5%	-54%	-3%	-6%
CSCCC(NC(=O)c1ccco1)c1nc2ccccc2[nH]1 (configuration not stated)	8%	-2%	-2%	-15%	3%	-30%

(more compounds)
canonical_smiles	HCV inh	TbPYK inhibitor	LmPK inhibitor	Pf growth 48h	Sm TGR block	Pf growth 96h
CC(=O)c1ccc(OCCCC(=O)OCC(=O)N2CCN(c3ccccc3)CC2)cc1	12%	-5%	3%	x	11%[11.4 µM]	9.3µM*
CSCCC(NC(=O)c1ccc(Cl)cc1)C(=O)OCC(=O)NCc1ccco1 (configuration not stated)	-12%	2%	x	19%	-2%	15%
O=C(c1cccs1)N1CCN(C(=O)c2ccco2)c2ccccc2C1	-6%	-4%	-4%	4%	0%	u
O=S(=O)(N1CCOCC1)n1cnc2ccccc21	12%	-2%	6%	x	0%	22%
Cc1cccc(N2C(N)=C(C#N)C(C#N)(C#N)C2c2ccccc2)c1 (configuration not stated)	-14%	-3%	7%	-77%	2%	u
Cc1ccc(NC(=O)CN(C)C(=O)CSc2nc(C)cc(C)n2)cc1	u	3%	x	-19%	-8%	0%
CC(C)C(=O)c1cn(CC(=O)NCc2ccc3c(c2)OCO3)c2ccccc12	-19%	2%	1%	12µM*	-4%	-18%
COc1ccc(C(=O)Nc2ccnn2C2CCN(Cc3cccnc3)CC2)cc1	6%	11%	1%	13%	5%	-8%
NC(=O)C1CCN(C2CC(=O)N(c3cccc(F)c3)C2=O)CC1 (configuration not stated)	10%	3%	-2%	2%	35µM*	x
O=C(CCNS(=O)(=O)c1ccccc1)NCCCc1ccccc1	-6%	-3%	x	6%	-1%	20%
C#CCNc1c(C)c(C)nc2ncnn12	19%	-3%	-2%	19%	-3%	25%
O=C(c1cnccn1)N1CCc2ccccc21	14%	0%	5%	18%	-12%	u

(further entries)
canonical_smiles	HCV inh	TbPYK inhibitor	LmPK inhibitor	Pf growth 48h	Sm TGR block	Pf growth 96h
Cc1nc(Nc2nc(CSc3nc4ccccc4[nH]3)cc(=O)[nH]2)nc2ccccc12	u	1%	2%	u	-4%	9.3µM*
O=C(COC(=O)[C@H](Cc1ccccc1)NC(=O)c1cccs1)Nc1c(Cl)cccc1Cl	4%	-3%	2%	9%	-1%	34%[activator]
COc1cc(CNc2ccc3[nH]c(=O)[nH]c3c2)cc(Cl)c1OCC(=O)NC(C)(C)C	-5%&-21%	-20%	-4%	u	u	140%[activator]
OCc1cn(-c2ccccc2)nc1-c1ccc(-c2nn(-c3ccccc3)cc2CO)cc1	-12%	-3%	1%	-5%	-31%	272%[activator]
COc1cc(-c2nnc3sc(-c4cccs4)nn23)cc(OC)c1OC	u	-17%	-2%	-20%	-3%	x
Cc1ccc(OCC(=O)NNC(=O)c2ccc(-n3cncn3)c([N+](=O)[O-])c2)cc1	10%	-5%	x	1%	-28%	-3%
Cc1ccc(NC(=O)c2oc3ccc(S(=O)(=O)N4CCOCC4)cc3c2C)cc1C	u	-5%	5%	u	-12%	u
Cc1ccc(S(=O)(=O)N2CCCN(C(=O)c3cc4ccccc4[nH]3)CC2)cc1	-6%	-1%	2%	u	0%	12µM*
CCN(CC)CCN1C(=O)C2C(C(=O)Nc3cccc(C)c3)C3C=CC2(O3)C1C(=O)NC1CCCC(C)C1C (configuration not stated)	-24%	7%	3%	u	-2%	u
COc1ccccc1CN1C[C@@H]2C[C@@H](c3ccc(Cl)cc3)N3CCC[C@@]23C1=O	u	-9%	11%	u	u	-18%
CCN(c1ccccc1)S(=O)(=O)c1cc2c(cc1C)N(C)CCO2	-8%	-11%	5%	-16%	-22%	17%
CCCOC(=O)C[N+](C)(C)CCOC1CC2CCC1(C)C2(C)C (configuration not stated)	15%	8%	-2%	1.9µM*	-5%	1.5µM*
CC(C)(C)OC(=O)N1CCC(NC(=O)c2[nH]cnc2C(=O)N[C@@H](Cc2ccccc2)C(=O)OCc2ccccc2)CC1	1%	-4%	-6%	0.93µM*	-4%	1.5µM*

As a short view, part of the list above.
canonical_smiles	HCV inh	TbPYK inhibitor	LmPK inhibitor	Pf growth 48h	Sm TGR block	Pf growth 96h
Cc1nc(Nc2nc(CSc3nc4ccccc4[nH]3)cc(=O)[nH]2)nc2ccccc12	u	1%	2%	u	-4%	9.3µM*
O=C(COC(=O)[C@H](Cc1ccccc1)NC(=O)c1cccs1)Nc1c(Cl)cccc1Cl	4%	-3%	2%	9%	-1%	34%[activator]
COc1cc(CNc2ccc3[nH]c(=O)[nH]c3c2)cc(Cl)c1OCC(=O)NC(C)(C)C	-5%&-21%	-20%	-4%	u	u	140%[activator]
OCc1cn(-c2ccccc2)nc1-c1ccc(-c2nn(-c3ccccc3)cc2CO)cc1	-12%	-3%	1%	-5%	-31%	272%[activator]
COc1cc(-c2nnc3sc(-c4cccs4)nn23)cc(OC)c1OC	u	-17%	-2%	-20%	-3%	x
Cc1ccc(OCC(=O)NNC(=O)c2ccc(-n3cncn3)c([N+](=O)[O-])c2)cc1	10%	-5%	x	1%	-28%	-3%
